Screening results (PubChem)
sPLA2-III inh: Blocks human group III sPLA2 activity; inhibition, % at 12.2 µM; AID 743126; hit rate 0.56% among 370,000; Q9NZ20; QFRET BODIPY PC-A2 liposome hydrolysis, fluorescence;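 active = inhibition above mean plus 3 SD of compounds lying within the high and low control bounds, cut at about 19% in these data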;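 note: 0% = median of test compound wells and 100% = no enzyme DMSO wells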
Target sequence (Q9NZ20 whole entry, looked up): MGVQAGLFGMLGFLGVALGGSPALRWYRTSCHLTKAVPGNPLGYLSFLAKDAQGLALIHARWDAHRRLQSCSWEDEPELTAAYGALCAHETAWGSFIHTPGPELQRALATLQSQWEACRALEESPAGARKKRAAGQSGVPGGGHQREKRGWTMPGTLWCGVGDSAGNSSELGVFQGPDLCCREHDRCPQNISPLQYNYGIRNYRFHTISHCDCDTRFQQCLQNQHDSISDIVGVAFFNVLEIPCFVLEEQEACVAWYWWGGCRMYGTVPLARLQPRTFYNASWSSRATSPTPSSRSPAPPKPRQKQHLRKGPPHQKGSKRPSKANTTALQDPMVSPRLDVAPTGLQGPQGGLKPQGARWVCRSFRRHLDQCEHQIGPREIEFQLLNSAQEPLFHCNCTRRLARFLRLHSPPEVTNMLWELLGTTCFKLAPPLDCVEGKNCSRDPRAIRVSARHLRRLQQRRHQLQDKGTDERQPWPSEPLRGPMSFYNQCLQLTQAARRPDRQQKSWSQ
FXN GAA850 act: increases GAA850 frataxin promoter reporter activity; HEK293 lucGAA850 FXN promoter luciferase reporter, 24 h; percent of 10 µM SAHA response; activation, % at 6 µM; hit rate 0.56% among 360,000; AID 540364;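 active = activation above the average of all compounds screened plus 3 SD, cutoff fixed separately per campaign, cut at about 7.5% in these data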;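 note: 0% = DMSO wells and 100% = 10 µM SAHA wells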
PLC-beta3 inh: blocks human PLC-beta3 enzyme activity. Q01970. Purified PLC-beta3, fluorogenic substrate, fluorescence. inhibition, % at 12.2 µM. hit rate 0.18% among 370,000; in the data active = inhibition above about 11%;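 note: 0% = median of compound wells on plate and 100% = full blocker control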
ADAM10 inh: inhibits human ADAM10; O14672; hit rate 0.62% among 370,000; recombinant ADAM10, EDANS/DABCYL FRET peptide cleavage, 3 h; inhibition, % at 7 µM; AID 720582;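 active = inhibition above a per-campaign cutoff equal to the mean of compounds falling between control-based bounds plus 3 SD, cut at about 20% in these data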;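 note: 0% = DMSO wells while the 100% control is not disclosed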
DAX1 inh-1: DAX1 (NR0B1) inhibition, primary screen | inhibition, % at 6.8 µM | hit rate 1.1% among 370,000 | AID 652010 | HEK293T StAR-luciferase reporter, SF-1/DAX-1 repression relief;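 active = inhibition above the mean over all tested compounds plus 3 SD, cut at about 3.6% in these data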;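 note: 0% = DAX-1 cells with DMSO and 100% = cells lacking DAX-1 with DMSO; higher inhibition means more luminescence from relief of DAX-1 repression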
hgDAF12 agonist: hgDAF-12 agonism, primary luciferase screen. HEK293 GAL4-hgDAF12 UAS-luciferase reporter, agonist luminescence; normalized to butyrate control. activation, % at 6.8 µM. hit rate 1.8% among 370,000. AID 687014;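 active = activation above a cutoff set at the mean of all screened compounds plus 3 SD, cut at about 10% in these data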;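 note: 0% = DMSO wells and 100% = sodium butyrate wells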
ssDAF-12 act: S. stercoralis DAF-12 activation, primary screen | HEK293 ssDAF-12/GRIP1 lit1-tk-luc reporter, luminescence; % of 3 µM dafachronic acid response | activation, % at 6.8 µM | hit rate 1% among 370,000 | AID 652126;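 active = activation above the mean over all tested compounds plus 3 SD, cut at about 0.9% in these data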;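 note: 0% = DMSO-only wells and 100% = 3 µM delta7-dafachronic acid wells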
PLCg1 inh: blocks human PLC-gamma1 enzyme activity | hit rate 0.84% among 370,000 | inhibition, % at 12.2 µM | P19174 | purified PLC-gamma1, fluorogenic substrate, fluorescence; in the data active = inhibition above about 9.5%
DAX1 inh-2: NR0B1 (DAX1) inhibition; P51843; HEK293 Gal4-DAX1 luciferase reporter, luminescence; inhibition, % at 6.75 µM; hit rate 0.99% among 340,000; AID 504766;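 active = inhibition above the mean over all tested compounds plus 3 SD, cut at about 4.2% in these data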;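 note: 0% = DAX1-transfected cells with DMSO and 100% = empty-vector control cells with DMSO; inhibition shows as a rise in luminescence from relieved DAX1 repression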
Target sequence (P51843 207-470 limits assumed): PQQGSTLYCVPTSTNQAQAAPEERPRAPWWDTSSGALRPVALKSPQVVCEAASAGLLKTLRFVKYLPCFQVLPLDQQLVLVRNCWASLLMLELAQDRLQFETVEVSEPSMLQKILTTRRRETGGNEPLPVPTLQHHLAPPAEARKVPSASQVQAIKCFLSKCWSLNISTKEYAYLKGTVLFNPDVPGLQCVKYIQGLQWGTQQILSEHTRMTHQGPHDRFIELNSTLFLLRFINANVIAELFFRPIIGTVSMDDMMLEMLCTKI
hcDAF-12 act: activators of H. contortus DAF-12 nuclear receptor | HEK293 hcDAF-12 lit1-tk-luc reporter, luminescence; 0% DMSO, 100% Δ7-dafachronic acid | activation, % at 6.8 µM | hit rate 1.4% among 370,000 | AID 652067;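 active = activation above the mean of all tested compounds plus 3 SD, cut at about 5.5% in these data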;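 note: 100% = response to 3 µM Δ7-dafachronic acid high control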
ADAM17 inh: ADAM17 inhibition, QFRET primary screen. P78536. recombinant ADAM17, EDANS/DABCYL FRET peptide cleavage. inhibition, % at 6.95 µM. hit rate 0.83% among 370,000. AID 720648;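 active = inhibition above the mean of compounds lying between control limits plus 3 SD, set per campaign, cut at about 8.5% in these data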;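 note: 0% = DMSO-only wells as the low control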
Active calls of the source: *; i = inactive; · = no result given.

SMILES	sPLA2-III inh	FXN GAA850 act	PLC-beta3 inh	ADAM10 inh	DAX1 inh-1	hgDAF12 agonist	ssDAF-12 act	PLCg1 inh	DAX1 inh-2	hcDAF-12 act	ADAM17 inh
COCCCNC(=O)/C(C#N)=C/c1c(N2CCN(c3ccccc3)CC2)nc2c(C)cccn2c1=O	-8	1.2	-57	-224	-0.8	-1.2	-1.1	-44	-0.4	0.2	-85
CCOC(=O)c1cccc(N2C(=O)C3C4C=CC(CC4)C3C2=O)c1 (centres undefined)	-1	1.5	0	4	-0.4	1.3	0.3	1	-0.3	1.0	-5
COc1ccc(-c2nc(CSCC(=O)NCCCN3CCCC3=O)c(C)o2)cc1OC	3	0.6	-3	-1	0.5	-1.3	-0.8	2	0.7	-0.2	-6
CN1CCN(c2ccc(S(=O)(=O)N3CCCCC3)cc2NC(=O)/C=C/c2ccc(OC(F)F)cc2)CC1	-24	1.8	-16	6	0.0	0.5	-0.8	-5	2.4	0.1	3
COc1cc(/C=N/S(=O)(=O)c2ccccc2)cc(OC)c1O	1	3.6	-8	0	0.1	-1.2	-0.7	0	0.3	-0.9	-3
CC(C)CC(=O)Nc1ccc2c(c1)nc(CCN1CCOCC1)n2C	-3	1.2	-1	-41	-0.3	2.1	-1.0	-4	0.6	-0.4	-14
COCCn1c(N)c(C(=O)NCC2CCCO2)c2nc3ccccc3nc21 (centres undefined)	-14	-1.0	i	i	-2.6	-2.5	-1.8	i	-1.5	-2.4	i
CCCOc1ccc(-c2cc(C(=O)NCC3CCCO3)c3ccccc3n2)cc1 (centres undefined)	8	3.3	i	i	-0.2	2.7	-1.4	i	-1.8	-0.3	-150
N#CC(C#N)=c1ccc2c(c1)N1C3=C(CCCC3)CC3CCCCC31N=2 (centres undefined)	13	0.5	-3	2	-0.2	0.6	-1.4	-5	0.0	-1.3	-3
C[C@H]1C(C(=O)N(C)C2CCCCC2)=Cc2c(n(-c3ccc(F)cc3)c(=O)n2CCCOc2ccccc2)C=C1c1ccccc1	-6	·	-285	-36	0.6	0.8	-0.2	-209	·	-1.8	-9
CCOc1ccc(N2C(=O)CC(NCCNc3ccc([N+](=O)[O-])cn3)C2=O)cc1 (centres undefined)	2	-0.7	7	7	0.1	-0.9	-0.8	6	-1.1	-0.8	2
Cc1ccc2[nH]c(CNC(=O)c3ccc(F)cc3)cc2c1	-11	2.4	-3	-5	0.7	-1.2	1.0*	-2	1.0	1.0	-2
CC(C)Sc1nc2ccccc2n1CC(=O)O	1	1.4	-1	-6	-0.2	0.6	-1.0	-2	0.7	-1.5	-2
c1ccc(CNc2ncnc3c2cnn3-c2ccccc2)cc1	5	-1.9	3	7	1.3	7.1	-1.6	7	0.3	-0.8	5
C=C(C)COc1ccc2c(C)c(C)c(=O)oc2c1OCC(=C)C	-9	0.5	-191	-75	-0.6	-0.4	-1.4	-153	-1.0	-1.7	-27
Cc1ccnc(NC(=O)CCC(=O)N(CC(=O)NC2CCCCC2)C2CCCC2)c1	15	2.2	-4	6	0.8	-5.1	-1.3	6	1.9	0.4	4
C=CCCC(=O)N1CCC(C(=O)NCC2COc3ccccc3O2)CC1 (centres undefined)	0	·	-1	-3	0.5	6.2	-0.2	0	·	-2.8	2
Nc1nc(CSc2nc3ccccc3s2)nc(N2CCCCC2)n1	-13	2.9	-7	-1	0.7	-2.1	-1.4	-4	1.2	-1.7	3
CC(=O)N1CCN(Cc2nc3cc(NC(=O)NC4CCCCC4)ccc3n2C)CC1	3	3.5	-12	-9	0.8	-1.1	-0.8	-3	0.1	-0.5	-8
C[C@@H]1CN([C@H](C)CO)C(=O)CCCn2nncc2CO[C@H]1CN(C)Cc1ccc(Cl)c(Cl)c1	1	-2.0	3	-11	-1.0	-0.4	-1.8	1	0.7	-1.0	-2
COc1ccc(/C=C2/SC(=S)N(CCCC(=O)Nc3cccc(O)c3)C2=O)cc1	-18	-10	-5	13	-0.3	-3.0	-1.7	3	-1.3	-4.6	4
COc1ccc2oc(C(=O)OCc3nnc(-c4ccccc4)o3)c(C)c2c1	3	-0.3	-10	-10	-0.9	-1.2	-0.4	-3	0.2	1.5	-2
O=C(NC1c2ccccc2-c2ccccc21)N1CCCCC1	5	-2.5	-1	3	-2.0	-4.7	-1.5	1	-1.8	0.6	-4
S=c1nccc(-c2ccc(Cl)cc2)[nH]1	7	1.1	-3	-1	0.3	-1.0	-1.7	1	·	-2.6	0
COc1ccc(-c2cc3nc(C4CCN(C(=O)OC(C)(C)C)CC4)c(C(=O)O)cn3n2)cc1	-22	0.8	-121	-25	0.5	-0.1	-1.1	-85	1.2	-0.5	-9
CC1(C)C(CSc2nc3ccccc3[nH]2)C1(Cl)Cl (centres undefined)	-6	6.7	5	4	-0.6	0.6	-1.7	2	-0.9	-2.0	4
COc1ccccc1NC(=O)COc1ccc(/C=N/NC(=O)c2cccnc2)cc1	2	1.3	-10	-1	-3.6	-4.5	-0.7	1	-0.7	-2.2	-4
COc1ccc(S(=O)(=O)N(CC(=O)NCCCN(C)C)c2ccc(C)cc2)cc1OC	-1	-0.1	2	-4	0.5	-1.1	-1.7	2	-0.2	0.3	0
C=CCNC(=O)C1CC(=O)N(c2ccc(OCc3ccc(F)cc3)cc2)C1 (centres undefined)	3	4.8	-4	5	-0.1	9.6	0.6	5	0.5	1.2	-3
CC(C)c1ccc2c(c1)C(=O)NC(C)(C)C2	2	2.4	3	-7	1.4	4.2	-0.7	0	2.8	0.5	1

Compounds above that have a COOH group (two):
SMILES	sPLA2-III inh	FXN GAA850 act	PLC-beta3 inh	ADAM10 inh	DAX1 inh-1	hgDAF12 agonist	ssDAF-12 act	PLCg1 inh	DAX1 inh-2	hcDAF-12 act	ADAM17 inh
CC(C)Sc1nc2ccccc2n1CC(=O)O	1	1.4	-1	-6	-0.2	0.6	-1.0	-2	0.7	-1.5	-2
COc1ccc(-c2cc3nc(C4CCN(C(=O)OC(C)(C)C)CC4)c(C(=O)O)cn3n2)cc1	-22	0.8	-121	-25	0.5	-0.1	-1.1	-85	1.2	-0.5	-9

The list goes on.
SMILES	sPLA2-III inh	FXN GAA850 act	PLC-beta3 inh	ADAM10 inh	DAX1 inh-1	hgDAF12 agonist	ssDAF-12 act	PLCg1 inh	DAX1 inh-2	hcDAF-12 act	ADAM17 inh
OC1(C(F)(F)F)CC(c2ccc3ccccc3c2)=NO1 (centres undefined)	-6	1.1	-10	-7	-0.4	-1.0	-0.5	-3	1.1	0.0	-3
Cc1cc(NC(=O)CSc2cn(C)c3ccccc23)no1	15	1.8	-2	-17	0.3	8.2	-0.1	1	-1.1	0.2	1
CC1(C)C2(C#N)C(=O)NC(=O)C12C#N (centres undefined)	-2	-1.8	1	8	2.2	-2.4	-0.9	3	0.8	-1.4	1
Cc1cc(C)n2nc(S(=O)(=O)NC(C)(C)C)nc2n1	-3	1.1	2	-5	-0.5	3.5	-1.5	-1	2.1	-1.7	0
Cc1cc2cc(CN(Cc3cccs3)C(=S)NCC3CCCO3)c(=O)[nH]c2cc1C (centres undefined)	4	0.4	-2	-3	0.3	-3.2	-0.5	-3	1.4	-1.4	1
O=C(C(NS(=O)(=O)c1cccc2nsnc12)c1ccccc1)N1CCN(c2ccccc2)CC1 (centres undefined)	-7	-3.1	3	14	1.2	0.5	-0.3	1	-0.3	1.3	5
Cc1cc(=O)[nH]c(N/N=C/c2cc(C)n(-c3ccccc3)c2C)n1	-6	-5.9	-13	2	-0.8	3.6	-0.5	-4	0.5	-0.8	-1
O=C(NC1CCCCC1)C(c1ccccc1F)n1c(=O)c(-c2cc3ccccc3[nH]2)nc2ccccc21 (centres undefined)	-2	·	i	-374	-0.7	0.3	0.5	i	·	-0.2	-122
COc1ccccc1NC(=O)CCCN1C(=O)C(c2ccccc2)Oc2cccnc21 (centres undefined)	-7	3.9	-6	5	0.1	-0.1	-0.6	1	-0.6	-1.9	2
CCC(=O)Oc1ccc(C(=O)Nc2ccc3c(c2)OCO3)cc1	-1	3.6	5	0	5.5*	22*	1.7*	4	·	3.5	-1
Cc1c(Br)c(=O)oc2c(Br)c(O)ccc12	2	2.4	-475	i	-0.4	-0.2	-1.1	-335	0.1	1.3	-179
C=CCN(c1ccccc1)S(=O)(=O)c1ccc2[nH]cc(C(=O)NCCOC)c(=O)c2c1	0	-1.6	-6	-13	-0.3	0.8	-0.1	3	-0.7	0.4	-5
Cc1ccc(OCC(=O)OCC(=O)NC2CCCCCC2)cc1C	4	2.4	-1	-15	-0.1	1.7	-1.3	-1	1.0	-1.4	-3
Cc1ccc(S(=O)(=O)Nc2ccc3c4c(cccc24)CC3)c(C)c1	-27	-2.4	0	4	-2.4	-2.9	-1.1	3	-2.5	-1.9	-1
Cc1cccc(OCCC(=O)OCC(=O)N2CCc3ccccc32)c1	-2	1.8	-1	15	0.4	-1.5	-0.7	1	-0.8	-0.2	-2
Cc1ccc(Oc2ncnc3sccc23)cc1	-1	4.4	3	-6	0.9	4.9	-1.0	-1	3.3	3.2	-4
COc1ccc(NC(=S)Nc2ccc3nsnc3c2)cc1	6	4.1	-101	-11	-0.5	1.6	-0.5	-74	-2.2	2.5	-1
Cc1cc([N+](=O)[O-])nn1CC(=O)N1CCOCC1	7	-1.3	-5	-2	-0.3	-0.7	-1.5	0	1.4	-0.8	-5
Cc1ccc(NC(=S)Nc2cccc(S(=O)(=O)Nc3c(C)n(C)n(-c4ccccc4)c3=O)c2)cc1	-8	-1.2	-3	6	-0.7	0.2	-0.9	-1	0.8	-1.4	-1
Cc1ccn(C(CC(=O)c2ccc(Br)cc2)C(=O)O)n1 (centres undefined)	7	-1.4	-2	4	0.1	0.8	-1.2	-4	0.8	-0.4	-4
CCC1(C)NC(=O)N(CC(=O)NCC(=O)Nc2c(C)cc(C)cc2C)C1=O (centres undefined)	-1	2.5	-5	-1	-1.3	-2.9	-1.2	-1	-0.5	-0.2	-1
CCOc1ccc(S(=O)(=O)Nc2ccc(C(=O)NCC(c3ccco3)N3CCCCC3)cc2)cc1 (centres undefined)	-37	-5.4	1	5	-0.8	-3.1	-1.5	-2	0.7	-1.3	-1
O=C(CNC(=O)c1ccco1)NNC(=O)c1ccc(Br)cc1	6	1.3	-5	-10	1.3	-1.8	-0.5	6	1.9	-1.2	0
O=C(Cn1c(=O)oc2ccccc21)N1CCN(c2ccc(N3CCOCC3)nn2)CC1	3	-1.4	-270	i	-0.5	-0.4	-1.1	-227	1.1	-2.2	-128
Brc1ccccc1OCCOCCOc1cccc2cccnc12	-1	-0.7	-11	-4	0.0	-3.3	-1.2	-5	-0.2	-2.0	-4
Cc1cc(Cl)ccc1C(=O)C1CCCN(C(=O)c2ccoc2)C1 (centres undefined)	5	0.1	-6	-7	-0.8	1.1	-1.6	-1	-0.9	-1.8	-5
CCN(CC)S(=O)(=O)c1ccc(OC)c(NC(=O)CCc2c(C)noc2C)c1	8	0.3	-3	-11	0.5	2.8	-1.2	3	1.1	-1.5	0
COc1ccccc1N1C(N)=NC(N)=NC12CCCCC2	-4	1.3	4	-1	-0.1	0.5	-1.4	3	0.4	0.4	-1
